Screening results: PubChem, several laboratories
PREPL inhibitor: PREPL enzyme inhibitors, primary screen, biochemical, fluorescence polarization; Prolyl endopeptidase-like (Homo sapiens), Q4J6C6; recombinant PREPL, fluorescence polarization activity-based probe; inhibition, % at 5.96 µM; actives 0.68% (n = 320,000); in the data active = inhibition above about 43%;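 note: 0% = enzyme with DMSO and 100% = wells lacking enzyme; many of its hits are not listed in these tables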
PP1 counter: PP1-alpha phosphatase inhibitors, primary screen, counter-screen for PP5 inhibitor project, biochemical, fluorescence, OMFP substrate, single point; purified PP1alpha; Serine/threonine-protein phosphatase PP1-alpha catalytic subunit (Homo sapiens), P62136; inhibition, % at 6.7 µM; actives 0.9% (n = 320,000);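 active = inhibition above the mean inhibition of all tested compounds plus 3 SD, computed separately for each screening campaign, cut at about 15% in these data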
LYPLA2 inh: LYPLA2 inhibitors, primary screen, counter-screen for PME1 inhibitor project, biochemical, fluorescence polarization, FP-Rh probe ABPP | recombinant LYPLA2 | Acyl-protein thioesterase 2 (Homo sapiens), O95372 | actives 0.38% (n = 320,000) | inhibition, % at 5.9 µM;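 active = inhibition above the screen-wide mean plus 3 SD, limit set per campaign, cut at about 26% in these data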;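 note: 0% = LYPLA2 with DMSO and 100% = wells lacking LYPLA2 enzyme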
Fh CTSL1 inh: Fasciola hepatica cathepsin L1 inhibitors, primary screen, counter-screen for PFM18AAP inhibitor project, biochemical, QFRET, fluorogenic peptide substrate; recombinant F. hepatica cathepsin L1, Z-Leu-Arg-MCA fluorescence; inhibition, % at 5.96 µM; actives 0.49% (n = 300,000); AID 1906, 2009;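 active = inhibition above the mean of all tested compounds plus 3 SD, set per screening campaign, cut at about 17% in these data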;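 note: 0% = plate median of test compound wells and 100% = 1 µM Z-Phe-Ala-diazomethylketone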
HCV core dimer: inhibitors of HCV core protein dimerization, primary screen, biochemical, TR-FRET, high-throughput. actives 0.33% (n = 300,000). inhibition, % at 5 µM. TR-FRET GST/Flag-core106 dimerization, 1536-well;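 active = inhibition above the mean of all tested compounds plus 3 SD, set per screening campaign, cut at about 45% in these data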
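Assay system: tagged HCV core106 pair (GST and Flag); medium: KF-containing HEPES buffer, pH 7.45, DTT, CHAPS, BSA; also added: Eu donor and XL665 acceptor anti-tag antibodies; dosing: 5 µM single dose; timing: compound-protein-antibody incubation 4 h at 22.5 °C; signal: TR-FRET 671 and 617 nm emission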
PP5 primary: PP5 phosphatase inhibitors, primary screen, biochemical, fluorescence | purified PP5c, OMFP substrate fluorescence | inhibition, % at 6.7 µM | actives 0.18% (n = 320,000);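 active = inhibition above the campaign's mean inhibition across all tested compounds plus 3 SD, cut at about 9.5% in these data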;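 note: 0% = DMSO only and 100% = 100 µM cantharidin control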
Target sequence (P53041 whole entry, looked up): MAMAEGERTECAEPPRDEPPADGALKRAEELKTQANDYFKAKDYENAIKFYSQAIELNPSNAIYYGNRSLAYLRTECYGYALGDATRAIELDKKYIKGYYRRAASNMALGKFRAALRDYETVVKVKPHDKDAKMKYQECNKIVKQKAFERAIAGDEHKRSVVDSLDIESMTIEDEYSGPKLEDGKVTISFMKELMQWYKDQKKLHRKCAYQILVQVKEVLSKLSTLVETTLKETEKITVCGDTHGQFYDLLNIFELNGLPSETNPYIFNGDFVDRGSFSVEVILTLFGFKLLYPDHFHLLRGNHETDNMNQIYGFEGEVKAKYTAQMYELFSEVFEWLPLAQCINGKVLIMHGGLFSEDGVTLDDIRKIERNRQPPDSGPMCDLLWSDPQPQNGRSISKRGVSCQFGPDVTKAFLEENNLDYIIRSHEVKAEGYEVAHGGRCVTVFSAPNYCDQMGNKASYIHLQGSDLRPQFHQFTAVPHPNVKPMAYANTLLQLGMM
Efflux pump mplx: inhibitors of Candida efflux pumps in yeast, primary screen, S. cerevisiae, Nile Red, multiplex | S. cerevisiae Candida pump triplex | inhibition, % at 10 µM | actives 0.44% (n = 330,000);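 active = plate passing quality check with inhibition over a set limit, or well fluorescence over plate mean plus 4 SD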;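 note: Nile Red retained in pooled yeast measured as flow cytometry median fluorescence; 0% = buffer negative control and 100% = Enniatin B positive control; higher means more Nile Red kept so more efflux inhibition; some compounds called inactive have numbers as strong as hits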
JMJD2C inh: inhibitors of GASC-1 histone demethylase, primary screen, biochemical, fluorescence, DELFIA europium | inhibition, % at 2.35 µM | actives 0.069% (n = 330,000) | Lysine-specific demethylase 4C (Homo sapiens), Q9H3R0 | GST-JMJD2C(1-420) H3K9me3 demethylation;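 active = more than half of a compound's replicate wells show inhibition beyond 50%, single wells judged on their own value; inconclusive = some, but no more than half, of replicates pass 50% inhibition; inactive = no replicate passes 50% inhibition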;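 note: signal counts dimethyl H3K9 product captured on neutravidin plate; 0% = median of DMSO wells and 100% = 0.3 times that DMSO median; strong numbers were not always called active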
Target sequence (Q9H3R0 1-420 limits assumed): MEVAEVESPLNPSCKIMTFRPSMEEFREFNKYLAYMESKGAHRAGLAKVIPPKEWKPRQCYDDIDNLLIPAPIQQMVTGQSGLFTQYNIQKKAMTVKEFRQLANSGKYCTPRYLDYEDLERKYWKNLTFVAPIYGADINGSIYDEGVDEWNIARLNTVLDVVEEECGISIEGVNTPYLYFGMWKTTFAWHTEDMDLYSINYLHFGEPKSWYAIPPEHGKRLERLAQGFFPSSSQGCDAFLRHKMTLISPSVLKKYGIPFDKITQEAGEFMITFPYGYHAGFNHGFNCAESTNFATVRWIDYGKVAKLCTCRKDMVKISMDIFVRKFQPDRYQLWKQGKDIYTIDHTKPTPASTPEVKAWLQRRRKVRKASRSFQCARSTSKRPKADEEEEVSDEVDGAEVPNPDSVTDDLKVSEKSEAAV
TPT1 inh: Candida albicans TPT1 enzyme inhibitors, primary screen, biochemical, fluorescence polarization | tRNA 2'-phosphotransferase TPT1 (Candida albicans SC5314) | recombinant caTPT1, FP RNA substrate dephosphorylation | inhibition, % at 5 µM | actives 0.81% (n = 300,000);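 active = inhibition above the mean of all tested compounds plus 3 SD, set per screening campaign, cut at about 24% in these data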;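 note: plate controls were DMSO alone for no effect and ferristatin control at 100 nM for full effect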
Numbers without * were called inactive; ? = inconclusive; . = not tested or not shown. These rows are one share of the data; the hit share may differ from the screen's.

SMILES | PREPL inhibitor | PP1 counter | LYPLA2 inh | Fh CTSL1 inh | HCV core dimer | PP5 primary | Efflux pump mplx | JMJD2C inh | TPT1 inh
COCCn1cc(C(=O)NCCCOC(C)C)c2c3ccccc3n(C)c2c1=O | 5 | 2 | -6 | 2 | 5 | -0.9 | 0.1 | 50 | 0
Cc1ccc(C)c(N2CCN(S(=O)(=O)c3ccc4c(c3)NC(=O)CO4)CC2)c1 | -12 | 0 | -4 | 0 | 12 | 4.3 | 0.0 | -1 | 1
CC(C)CN(C(=O)COC(=O)CCSc1ccc(F)cc1)c1c(N)n(Cc2ccccc2)c(=O)[nH]c1=O | 1 | -2 | -3 | -43 | 1 | -1.0 | -0.1 | 1 | -1
COc1ccc(/C=C/CN2CCN(Cc3ccccc3)C(CCO)C2)cc1 (configuration not stated) | 11 | 2 | -16 | -2 | -101 | -1.4 | 0.1 | 0 | 2
CCN1CCN(C(=O)CN2C(=O)c3cccc4cccc2c34)CC1 | 7 | -6 | -1 | -2 | -6 | -1.0 | 0.0 | 0 | -6
CC1CCC/C(=N\NS(=O)(=O)c2ccccc2)C1 (configuration not stated) | -2 | -4 | -7 | 11 | 2 | -4.0 | -0.1 | -3 | 1
O=S(=O)(CCSc1nc2ccccc2s1)c1nc2ccccc2s1 | -2 | 8 | -4 | 5 | 4 | -0.3 | 0.0 | -50 | -4
CCc1ccccc1N1C(=O)CC(N2CCc3ccccc32)C1=O (configuration not stated) | 2 | -2 | 6 | 2 | -6 | 2.0 | -0.1 | 11 | -5
CCCCn1c(N)c(N(CC(C)C)C(=O)C2=NN(c3cc(C)ccc3C)C(=O)CC2)c(=O)[nH]c1=O | 13 | -2 | -1 | 3 | 3 | -1.1 | 0.2 | -8 | 1
OCC1OC(n2cnc3c(NCCc4ccccc4)ncnc32)C(O)C1O (configuration not stated) | -13 | -7 | 2 | -5 | -1 | 5.2 | 0.0 | 4 | -2
Cc1nc(S(=O)(=O)c2ccc(Cl)cc2Cl)nc2c1CCC2 | 5 | -1 | 4 | -1 | 0 | 4.5 | 0.1 | -17 | -1
COc1ccc(C2=NN(C(=O)COC(=O)c3ccc(NC(=O)CC#N)cc3)C(c3ccco3)C2)cc1 (configuration not stated) | -75 | 16* | -84 | . | . | 2.3 | 0.1 | 13 | .
CC(=O)N1CCN(C(=O)CN2C(=O)NC(C)(c3ccc4ccccc4c3)C2=O)CC1 (configuration not stated) | 12 | -2 | -8 | . | . | 1.4 | 0.3 | -14 | .
CCCCC1CCCOC(C(=O)NCCNCCO)(C(F)(F)F)C1 (configuration not stated) | 4 | -3 | -4 | 1 | 4 | 3.0 | . | 18 | 0
CCOC(=O)c1ccccc1NC(=O)CSc1cccc[n+]1[O-] | -8 | -2 | 4 | 1 | -2 | 0.6 | 0.0 | -20 | -4
COc1ccc(-c2csc(N3CCOCC3)n2)cc1OC | -8 | -3 | 3 | -1 | -8 | 0.0 | 0.1 | -6 | 3
O=C(NCC1CCCO1)C1CCN(S(=O)(=O)c2ccc(Br)cc2)CC1 (configuration not stated) | 14 | 3 | 4 | 5 | -20 | -10 | -0.4 | -4 | -3
COc1ccc(OC)c(NC(=O)CSC2=NCCS2)c1 | 6 | -2 | 7 | -2 | 2 | 1.1 | 0.0 | -45 | 2
O=C(/C=N/O)Nc1ccc(F)cc1 | -2 | -2 | 6 | -3 | -5 | 0.6 | -0.1 | 2 | -7
O=C(NCc1ccccc1)C1CCN(c2nc(-c3ccccc3)nc3c2CCC3)CC1 | -11 | 4 | 10 | 4 | 11 | 4.2 | 0.2 | -13 | -3
Nc1c(C(=O)N2CCOCC2)sc2nc3c(cc12)CCCC3 | 2 | -2 | 6 | 8 | -6 | -1.7 | -0.3 | -3 | -4
CC(C)C[C@H](NC(=O)CCCn1nnc2ccccc2c1=O)C(=O)O | -4 | -3 | 3 | 0 | -3 | -2.5 | -0.1 | 6 | -4
O=c1c2ccc(Cl)cc2[nH]c(=S)n1CCCN1CCOCC1 | 0 | -7 | 1 | -1 | -7 | -2.1 | 0.0 | 2 | 0
O=C(C1CC1)N1CCC(C(O)(c2ccccc2)c2ccccc2)CC1 | 12 | -2 | 14 | -1 | 3 | 2.7 | -0.1 | -3 | 1
COc1ccccc1N1CCN(C(=O)c2ccc(Cn3c(=S)[nH]c4cc5c(cc4c3=O)OCO5)cc2)CC1 | -3 | 1 | -2 | -1 | 12 | 0.3 | 0.1 | 9 | 3

3 entries already listed, sorted by the value under TPT1 inh, high to low:
| compound | TPT1 inh |
| --- | --- |
| O=C(C1CC1)N1CCC(C(O)(c2ccccc2)c2ccccc2)CC1 | 1 |
| CC(C)CN(C(=O)COC(=O)CCSc1ccc(F)cc1)c1c(N)n(Cc2ccccc2)c(=O)[nH]c1=O | -1 |
| CCOC(=O)c1ccccc1NC(=O)CSc1cccc[n+]1[O-] | -4 |

The list goes on:
SMILES | PREPL inhibitor | PP1 counter | LYPLA2 inh | Fh CTSL1 inh | HCV core dimer | PP5 primary | Efflux pump mplx | JMJD2C inh | TPT1 inh
O=C(Cn1cnc2c(nnn2-c2ccc(F)cc2)c1=O)N1CCCC1 | 11 | -2 | -1 | -4 | 0 | 1.0 | 0.4 | ? | 2
COc1cc(/C=N/Nc2ccc(F)cc2F)cc(OC)c1O | 18 | 0 | -2 | 2 | -29 | 2.8 | 0.4 | -8 | 2
O=C(CNCc1ccccc1)Nc1ccc(F)cc1 | -5 | 8 | -3 | 4 | -2 | -2.2 | -0.2 | -15 | -4
CCCCCCOC1(c2ccccc2)OC(=O)c2ccccc21 (configuration not stated) | -7 | 0 | -2 | -11 | -5 | 2.7 | 0.1 | -1 | 2
O=S(=O)(Nc1ccc(S(=O)(=O)N2CCCCC2)cc1)c1cccs1 | -3 | 1 | 1 | -3 | 0 | -0.1 | 0.0 | -6 | 1
CC(Nc1ncnc2nc[nH]c12)c1ccccc1 (configuration not stated) | 10 | -1 | 3 | -8 | -6 | 0.9 | 0.1 | -15 | -4
CN(C1=C(NC(=O)c2ccccc2)C(=O)c2ccccc2C1=O)C1CCS(=O)(=O)C1 (configuration not stated) | 7 | 2 | -1 | 22* | 20 | 3.2 | 0.0 | -5 | -7
CC(=O)Nc1ccc(S(=O)(=O)N2CCC(NC(=O)c3ccco3)CC2)cc1 | 0 | 3 | -7 | -1 | -3 | -1.6 | 0.1 | 5 | 1
COc1ccc(C)cc1Nc1nc(C)nc2c1oc1ccccc12 | -8 | 8 | 0 | -1 | 2 | -2.1 | -0.2 | -2 | 0
COc1cccc(/C=C/C(=O)Oc2ccc(C(=O)c3ccc(F)cc3)cc2)c1 | -3 | -2 | 3 | 0 | -1 | -2.5 | -0.1 | 0 | 2
COc1ccc(C(=O)N(c2ccccn2)C2CCCCC2)c(OC)c1 | 0 | -2 | 8 | 3 | -1 | 1.6 | 0.2 | -6 | 2
Cc1nnsc1C(=O)NC1CCCc2c1cnn2-c1cc(F)cc(F)c1 (configuration not stated) | -3 | -6 | -3 | 7 | 7 | -0.8 | 0.0 | 4 | -2
O=c1[nH][nH]c(-c2ccccc2O)c1C(C[N+](=O)[O-])c1ccc(Cl)cc1Cl (configuration not stated) | -4 | 4 | 2 | -5 | -5 | 2.2 | 0.6 | 5 | 2
CCN(CC)CCC#CC1(O)c2ccccc2-c2ccccc21 | 7 | -8 | 1 | -1 | 3 | 0.5 | -0.2 | 1 | -1
O=[N+]([O-])c1ccc(Cl)c(/C=N/N2CCN(Cc3ccc(Cl)cc3)CC2)c1 | 21 | -1 | 15 | 3 | 2 | -2.2 | -0.1 | -4 | -2
O=C(c1ccccc1F)N(Cc1cccs1)C1CCS(=O)(=O)C1 (configuration not stated) | 7 | 6 | -2 | -1 | 1 | 1.5 | -0.1 | -4 | -1
CCOC(=O)N1CCC(Nc2c(N3CCN(c4cc(Cl)ccc4C)CC3)c(=O)c2=O)CC1 | 22 | -3 | 11 | 0 | 4 | 2.2 | 0.6 | 0 | 0
COc1ccc(/C=C/C(=O)NC(=S)Nc2ccc(S(=O)(=O)N=C(N)N)cc2)cc1OC | 5 | 20* | -137 | 4 | 20 | 0.7 | 0.1 | -7 | 0
Cn1c(SCC(=O)O)nc2ccccc2c1=O | 7 | -4 | 9 | 2 | -5 | 5.4 | 0.0 | 13 | 1
CCCc1cc(C(=O)Nc2ccc(F)c(Cl)c2)no1 | 2 | 0 | 3 | 5 | -2 | -1.2 | 0.3 | -6 | 1
COc1cccc(CN2CCNC(=O)C2CC(=O)NCCc2ccccn2)c1 (configuration not stated) | 4 | 0 | -3 | -1 | 1 | 0.9 | 0.0 | 42 | -4
C/C(=N\Nc1ccc(F)cc1F)c1ccc(Br)s1 | 17 | -2 | 3 | 1 | 0 | -0.6 | 0.0 | -16 | 0
CC1CCN(C(=O)C2CCC(CNS(=O)(=O)c3cccc4cccnc34)CC2)CC1 (configuration not stated) | 2 | -6 | -7 | -6 | 3 | 2.1 | 0.2 | -2 | -1
O=S1(=O)CCC(NC(=S)N2CCCCCC2)C1 (configuration not stated) | -6 | -3 | -7 | 3 | 7 | -0.7 | 0.1 | -4 | 0
Cc1nn(Cc2ccc(Cl)cc2)c2sc(C(=O)OCC(N)=O)cc12 | -8 | 3 | 9 | 13 | -4 | -0.1 | 0.1 | -16 | 0
Cn1c(Nc2ccccc2)cc(=O)n(C)c1=O | -9 | -5 | -6 | 0 | -1 | -1.8 | 0.4 | -3 | 4
CCN(CC)Cc1cc(C(C)=O)ccc1O | 3 | -3 | 0 | 1 | 1 | -2.4 | 0.0 | 0 | -6
O=C(CCCSc1nnc(SCCCC(=O)c2ccc(F)cc2)s1)c1ccc(F)cc1 | -17 | 12 | 5 | 0 | 9 | 3.5 | 0.1 | 2 | 2
Cc1ccc(-c2nc3c(=O)n(-c4ccccc4)c4c(c(=O)n(C)c(=O)n4C)c3o2)cc1 | -5 | -4 | -6 | -3 | 4 | -0.5 | 0.4 | -14 | 1

Compound profiles, as listed above.
`O=C(c1ccccc1F)N(Cc1cccs1)C1CCS(=O)(=O)C1` (configuration not stated) in the list: PREPL inhibitor: 7; PP1 counter: 6; LYPLA2 inh: -2; Fh CTSL1 inh: -1; HCV core dimer: 1; PP5 primary: 1.5; Efflux pump mplx: -0.1; JMJD2C inh: -4; TPT1 inh: -1
`COc1cccc(CN2CCNC(=O)C2CC(=O)NCCc2ccccn2)c1` (configuration not stated) in the list: PREPL inhibitor: 4; PP1 counter: 0; LYPLA2 inh: -3; Fh CTSL1 inh: -1; HCV core dimer: 1; PP5 primary: 0.9; Efflux pump mplx: 0.0; JMJD2C inh: 42; TPT1 inh: -4
`CCOC(=O)N1CCC(Nc2c(N3CCN(c4cc(Cl)ccc4C)CC3)c(=O)c2=O)CC1` in the list: PREPL inhibitor: 22; PP1 counter: -3; LYPLA2 inh: 11; Fh CTSL1 inh: 0; HCV core dimer: 4; PP5 primary: 2.2; Efflux pump mplx: 0.6; JMJD2C inh: 0; TPT1 inh: 0
